Source: PubChem BioAssay (National Center for Advancing Translational Sciences (NCATS))
AMA1-RON2 inh: inhibitors of Plasmodium falciparum AMA1-RON2 interaction; AlphaScreen AMA1-biotinylated RON2 peptide binding; Potency, µM (doses to about 58.2 µM), inactives show top-dose activity change, negative = inhibition, hits mostly inhibitors; hit rate 0.2% among 360,000; AID 720542;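 further: potency means the concentration at half of the fitted maximal effect; 0% = vehicle wells and -100% = peptide control; nearly all actives have a fitted effect of over 45% in size; some results filed as inactive show a strong effect at the top dose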
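AMA1 (3D7) with his tag at 25 nM final met compounds first, then biotinylated RON2 peptide at 25 nM; detection used donor plus acceptor beads, 10 µg/mL apiece, read by AlphaScreen after 30 min at room temperature.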
FBPA Giardia inh: inhibitors of Giardia lamblia fructose-1,6-bisphosphate aldolase. A8B2U2. purified Giardia FBPA. Potency, µM (series often up to 59.6 µM), for inactives: top-dose activity, negative = inhibition, most hits filed as inhibitors. hit rate 0.71% among 290,000. AID 2451; further: potency means the concentration at half of the fitted maximal effect; nearly all actives have a fitted effect of over 55% in size
Target sequence (A8B2U2 whole entry, looked up): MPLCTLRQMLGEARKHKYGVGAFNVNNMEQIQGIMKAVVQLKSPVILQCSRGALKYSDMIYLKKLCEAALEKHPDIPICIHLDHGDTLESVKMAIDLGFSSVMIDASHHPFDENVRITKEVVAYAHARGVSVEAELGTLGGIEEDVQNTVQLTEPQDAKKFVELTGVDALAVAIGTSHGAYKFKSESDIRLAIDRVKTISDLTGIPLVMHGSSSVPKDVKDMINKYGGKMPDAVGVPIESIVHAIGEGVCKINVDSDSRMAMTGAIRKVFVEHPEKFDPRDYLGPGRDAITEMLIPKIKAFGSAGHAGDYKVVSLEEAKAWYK
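Giardia FBPA (40 nM reagent) was preincubated 10 min at RT with compound (up to 57.5 uM final), then substrate plus GAPDH/TPI/NAD/arsenate coupling system with diaphorase/resazurin was added; resorufin fluorescence (525/598 nm) was read after 20 min.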
HCV inh: inhibitors of hepatitis C virus infection | Huh7.5.1 HCVcc-Cre infection, luciferase reporter, 44 h | Potency, µM (titrated, usually from 41.8 µM), for the others: at the top dose activity change, negative = inhibition, usual class: inhibitors | hit rate 3.4% among 340,000 | AID 651820; further: potency means the concentration at half of the fitted maximal effect
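Infectious HCVcc-Cre (~0.5 moi) was added to cells just after compound, with cells seeded 4 h earlier at 1,000 per well. Luciferase activity after 44 h culture reported infection; substrate was incubated 15 min at room temperature before reading.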
HCMV antiviral: human cytomegalovirus inhibition | HFF cells, HCMV-luciferase reporter, 72 h; active compounds read low | AID 1259415 | hit rate 4.5% among 410,000 | activity change, negative = inhibition, % at 57.5 µM; in the data active means activity change below about -60%; inconclusive means no clear call, values can overlap the other calls; inactive means above about -39%
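Inhibition of viral replication was scored as loss of reporter luminescence in HFFs infected with HCMV-luciferase (MOI 1 PFU/cell) for 72 h; compounds tested at 2 doses, normalized to buffer and Salinomycin controls.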
Sm TGR inh: S. mansoni TGR enzyme inhibition. purified TGR, DTNB reduction, TNB absorbance 405 nm. Potency, µM (series often up to 114 µM), without a hit: top-dose activity change, negative = inhibition, hits mostly inhibitors. hit rate 3% among 360,000. AID 485364; further: potency means the concentration at half of the fitted maximal effect; nearly all actives have a fitted effect of over 60% in size
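TGR 20 nM + NADPH 100 uM (dispensed conc.), cpd preinc 15 min RT; start with NADPH (500 uM addition) then DTNB (15 mM addition). Kinetic TNB absorbance, 405 nm filter. Four-parameter Hill fit across titration.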
AmpC detergent: AmpC beta-lactamase inhibition with detergent present; P00811; AmpC hydrolysis of nitrocefin, absorbance 480 nm, 0.01% Triton; Potency, µM (highest dose often 114 µM), for the others: at the top dose activity change, negative = inhibition, most hits filed as inhibitors; hit rate 0.041% among 370,000;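 further: potency means the concentration at half of the fitted maximal effect; 0% = no-compound wells and -100% = no-enzyme wells; nearly all actives have a fitted effect of over 25% in size; some results filed as inactive show a strong effect at the top dose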
Target sequence (P00811 whole entry, looked up): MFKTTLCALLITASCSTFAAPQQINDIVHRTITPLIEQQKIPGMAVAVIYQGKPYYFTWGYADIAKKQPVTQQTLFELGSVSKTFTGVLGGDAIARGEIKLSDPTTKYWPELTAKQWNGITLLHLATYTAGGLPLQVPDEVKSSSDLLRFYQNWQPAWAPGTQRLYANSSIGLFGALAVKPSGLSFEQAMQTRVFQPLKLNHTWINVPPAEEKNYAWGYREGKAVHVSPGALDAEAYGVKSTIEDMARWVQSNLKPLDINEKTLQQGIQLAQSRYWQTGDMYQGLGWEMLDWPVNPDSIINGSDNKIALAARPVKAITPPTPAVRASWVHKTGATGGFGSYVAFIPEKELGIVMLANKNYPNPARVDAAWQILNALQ
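20 mM phosphate pH 7.0 + 0.01% (detergent screen) or 0.0001% Triton X-100; 5.3 nM AmpC reagent; cpd preinc 15 min RT; nitrocefin (800 uM stock) to start; A480 q20 s × 4 min; Activity was normalised to no-enzyme and no-compound control wells.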
Active calls of the source: *; ? = inconclusive; / = not tested or not shown; & = joins results of further samples; [ ] = another dose, or the depositor's remark. Unless noted, the call rests on the fitted dose curve; in most records, active means well fitted curve in the direction sought with a large enough effect; inconclusive means small, poorly fitted or top-dose-only effect, or another doubt; inactive means no such curve, though single readings can be large; an effect the other way counts as inactive or inconclusive. Unless noted, on the % scale 0 is the no-effect control and ±100 the full control effect.

SMILES	AMA1-RON2 inh	FBPA Giardia inh	HCV inh	HCMV antiviral	Sm TGR inh	AmpC detergent
CC(C)C1Oc2ccccc2N(CC(=O)N(Cc2ccccn2)C2CC2)C1=O (centres undefined)	9%	1%	-25%	-25	-15%	-14%
N#C/C(=C/c1ccc(-c2ccc(S(=O)(=O)N3CCOCC3)cc2)o1)C(=O)NC1CC1	-11%	/	-14%	-7	/	/
CCOC(=O)CN(c1ccccn1)S(=O)(=O)c1ccccc1	0%	0%	-8%	54	3%	1%
Cc1cccc(N(C(=O)Cc2cccs2)C(C(=O)NC2CCCC2)c2ccsc2)c1 (centres undefined)	21%	5%	24%	-1	32%	-3%
COc1ccccc1NC(=O)/C(C#N)=C/C=C/c1ccco1	-6%	-12%	?	4	2%	-13%
O=C(NCc1ccco1)C1CC(=O)N(CCc2ccccc2)C1 (centres undefined)	-21%	3%	15%	1	-32%	-9%
COc1ccc(/C=C2\SC(=S)N(Cc3cccnc3)C2=O)cc1C	-19%	1%	2%	6	-3%	-2%
CN1CCCC(OC(=O)COc2ccc(Br)cc2)C1 (centres undefined)	0%	-6%	11%	-1	-6%	-5%
CCOC(=O)C1=C(C)N(CCCC(=O)NCc2ccc3c(c2)OCO3)C(=O)NC1c1ccc(Br)cc1 (centres undefined)	-3%	0%	6%	-22	-12%	?
CCOc1ccc(C(CC(=O)O)NC(=O)Cc2ccc(Cl)cc2)cc1 (centres undefined)	3%	11%	-4%	76	2%	-5%
COc1ccc(NC(=O)Cn2cnc3c(nc4n3CCCCC4)c2=O)cc1Cl	/	/	/	11	-3%	1%
O=C(Cn1cnc([N+](=O)[O-])n1)N/N=C/c1ccccc1O	?	5%	-30%	13	-1%	-12%
O=C(Nc1ccc2nc(-c3ccc(Br)o3)[nH]c2c1)c1ccco1	-11%	-19%	-20%	11	0%	3%
CCN(c1ccc(OC)cc1)S(=O)(=O)c1ccc(-c2ccc(=O)[nH]n2)o1	0%	/	-16%	-64*	3%	2%
C[N+](C)(C)CC1CCCC1=O (centres undefined)	-4%	/	13%	-10	/	/
Cc1ccc(NC(=O)C2CCN(S(=O)(=O)c3ccc4c(c3)NC(=O)CO4)CC2)cc1C	-8%	/	-19%	?	-1%	3%
CCC1(c2ccc(Cl)cc2)NC(=O)N(CC(=O)NCc2ccc(F)cc2)C1=O (centres undefined)	-7%	3%	-1%	-17	6%	-16%
O=C(NCCCn1ccnc1)c1ccc(Br)o1	-9%	9%	23%	-33	0%	1%
O=C(Nc1nc2c(F)cc(F)cc2s1)c1ccccn1	56%[activator]	-4%	10µM*	-99*	-29%	-12%
CCCNC(=O)c1ccccc1NC(=O)C1COc2ccccc2O1 (centres undefined)	58%[activator]	4%	?	-16	3%	-4%

In the list so far, two have an NH in an aromatic ring.
SMILES	AMA1-RON2 inh	FBPA Giardia inh	HCV inh	HCMV antiviral	Sm TGR inh	AmpC detergent
O=C(Nc1ccc2nc(-c3ccc(Br)o3)[nH]c2c1)c1ccco1	-11%	-19%	-20%	11	0%	3%
CCN(c1ccc(OC)cc1)S(=O)(=O)c1ccc(-c2ccc(=O)[nH]n2)o1	0%	/	-16%	-64*	3%	2%

(more compounds)
SMILES	AMA1-RON2 inh	FBPA Giardia inh	HCV inh	HCMV antiviral	Sm TGR inh	AmpC detergent
Cn1c(=O)c2c(SCC(=O)NC3CCCC3)nc(CC(C)(C)C)nc2n(C)c1=O	-12%	/	-18%	?	0%	-6%
CC(=O)Nc1ccc(S(=O)(=O)NCc2ccc(C(=O)NCc3ccc4c(c3)OCO4)cc2)cc1	-10%	7%	1%	32	-34%	0%
O=C1CN(C(=O)c2cc3ccccc3oc2=O)C(c2ccc(F)cc2)c2cc(Br)ccc2N1 (centres undefined)	13%	0%	-5%	?	-6%	?
COC(=O)Cn1cc(C#N)c2ccccc21	4%	-8%	25%	6	-2%	1%
Cc1cc2c(c(=O)n1CCN(C)C)C(c1ccncc1)C(C#N)=C(N)O2 (centres undefined)	6%	3%	32%[activator]	8	-3%	?
CCN1CC(c2ccccc2)C(c2ccc(Cl)cc2)=N1 (centres undefined)	?	-1%	15%	2	2%	-6%
CO/N=C/c1ccc(N2CCCC2)c([N+](=O)[O-])c1	?	-11%	?	-15	7%	?
Cc1nnc(SCC(=O)NCc2ccccc2Cl)n(N)c1=O	6%	0%	34%[activator]	-2	-12%	-7%
O=C(CSc1nnc2ccccn12)NC(=O)NC1CCCC1	9%	7%	-2%	37	4%	-14%
O=C(Cc1ccccc1)N1CCN(C2CCCC2)CC1	14%	-9%	13%	7	-2%	-12%

Among those listed so far, three have an aryl thioether with sulfur outside any ring.
SMILES	AMA1-RON2 inh	FBPA Giardia inh	HCV inh	HCMV antiviral	Sm TGR inh	AmpC detergent
Cn1c(=O)c2c(SCC(=O)NC3CCCC3)nc(CC(C)(C)C)nc2n(C)c1=O	-12%	/	-18%	?	0%	-6%
Cc1nnc(SCC(=O)NCc2ccccc2Cl)n(N)c1=O	6%	0%	34%[activator]	-2	-12%	-7%
O=C(CSc1nnc2ccccn12)NC(=O)NC1CCCC1	9%	7%	-2%	37	4%	-14%

New compounds follow.
SMILES	AMA1-RON2 inh	FBPA Giardia inh	HCV inh	HCMV antiviral	Sm TGR inh	AmpC detergent
Cc1nn(C)cc1/C=N/NC(=O)C(C)(C)Oc1ccc(Cl)cc1	40%[activator]	5%	11%	-1	-4%	-3%
Cc1ccc(N(CC(O)CN2C(=O)NC(C)(C)C2=O)S(=O)(=O)c2ccc([N+](=O)[O-])cc2)cc1 (centres undefined)	-2%	/	5%	22	-9%	-3%
CCCC(=O)N1CC(=O)Nc2ccc(F)cc2C1c1ccccc1 (centres undefined)	9%	6%	11%	6	1%	?
Cc1cc(O)c(-c2ccno2)cc1Cl	4%	0%	?	-26	0%	-1%
COc1ccc(CCN(C)Cc2cccc3ccccc23)cc1OC	-13%	?	-8%	52	13%	-11%
O=C(CN1N=C(c2ccc(Cl)cc2)CCC1=O)NCc1cccs1	/	4%	/	/	-6%	2%
COC(=O)C1=C(c2ccc(F)cc2OCc2ccccc2)C[C@@H]2CC[C@H]1N2C(=O)NCc1ccc([N+](=O)[O-])cc1	-2%	/	?	4	-5%	4%
CCOC(=O)C1C(=O)NCC1c1ccccc1 (centres undefined)	5%	4%	-9%	26	3%	6%
O=C(O)c1ccc(-c2ccc(O)c(F)c2)cc1	2%	15%	11%	4	4%	-11%
CCOc1ncccc1C(=O)OC(C)C(=O)NC1CCCCC1 (centres undefined)	4%	/	1%	-27	1%	-14%
CCOC(=O)c1c(NC(=O)c2nc(SC)ncc2Cl)sc(C)c1C	/	/	/	7	0%	3%
O=S(=O)(c1ccc2c(c1)OCO2)N1CCN(c2nnnn2-c2ccccc2)CC1	0%	16%	3%	?	5%	?
CC(Oc1cccc(Br)c1)C(=O)Nc1cccc(S(=O)(=O)N2CCOCC2)c1 (centres undefined)	-10%	/	?	-27	/	/
CCOc1ccc(C2c3c(oc4ccccc4c3=O)C(=O)N2CCCN2CCOCC2)cc1 (centres undefined)	6%	-10%	-2%	13	35µM*	?
O=C(Nc1cc(Cl)ccc1-n1cncn1)c1ccc(Br)o1	0%	/	?	12	9%	?
CCOc1ccccc1NC(=O)C(=O)NCCC1=CCCCC1	5%	0%	-15%	-34	/	7%
COc1ccccc1CNC(=O)COC(=O)c1nccnc1N	18%	/	10%	64	1%	-3%
Cc1cc(C)n2cc(CSc3nc4ccccc4s3)nc2n1	3%	-16%	-5%	65	3%	-11%
CC(C)(C)c1nc2ccc(NS(=O)(=O)c3ccc(F)c(F)c3F)cc2[nH]1	-2%	?	-5%	-66*	4%	-8%
Nc1nc(-c2ccc(-n3nncc3-c3ccco3)cc2)cs1	5%	5%	?	/	-16%	-3%
CCCCCC(=O)Nc1cc(S(=O)(=O)O)cc2cc(S(=O)(=O)O)cc(O)c12	-2%	/	17%	-78*	/	/
Cn1c(=O)c2c(nc(CN3CCN(c4ccccc4)CC3)n2CCCc2ccccc2)n(C)c1=O	-5%	/	18%	43	/	/
COc1ccccc1Nc1nc(C)nc(N)c1S(=O)(=O)c1ccccc1	/	/	/	-5	6%	-1%
COc1ccc(N2C(=O)C3CCCN3C2c2ccccc2Cl)cc1 (centres undefined)	2%	1%	2%	35	-12%	-11%
O=C(O/N=C\c1ccc(N2CCOCC2)c([N+](=O)[O-])c1)c1ccc(F)cc1	7%	-3%	7%	6	5%	?
Cc1c(Cl)cccc1NC(=O)CSc1nnc(C)n1-c1ccccc1	7%	3%	-15%	?	7%	?
Cc1cc(C)n2c(SCC(=O)NC3CCCC(C)C3C)nnc2n1 (centres undefined)	7%	-5%	16%	-33	-6%	?
O=C(C1COc2ccccc2O1)N1CCN(c2ccc(F)cc2)CC1 (centres undefined)	-1%	4%	5%	6	8%	-12%
CCCc1cc(C(=O)NC(C)C2CCCO2)cs1 (centres undefined)	-14%	/	3%	11	-33%	0%
O=C(c1ccccc1)N1CCSC1=S	-2%	1%	22%	14	?	1%
COc1cc2c(cc1OC)C(c1ccsc1)CC(=O)N2 (centres undefined)	1%	-1%	9%	39	-1%	-11%
COc1ccc2o/c(=N\O)c(C(=O)Nc3ccccc3OC)cc2c1	9%	-12%	6%&4%	11	-10%	-11%
O=C(c1cc(-c2ccc(O)cc2)on1)N1CCOCC1	-9%	5%	-6%	48	0%	4%
COC(CNC(=O)c1cc(S(=O)(=O)N2CCc3ccccc32)ccc1F)OC	-3%	3%	5%	?	9%	-4%
O=C(Nc1ccc(F)cc1F)c1cccc(C(=O)Nc2ccc(F)cc2F)n1	61%[activator]	-3%	-15%	-99*	-23%	?
[O-]/C(=C(\C(=S)Nc1cccc2ccccc12)[n+]1ccccc1)c1cccs1	2%	?	-5%	14	/	5%
CCOC(=O)c1c(NC(=O)Nc2ccc(Cl)cc2)sc(C)c1C	-13%	0%	-15%	13	4%	-1%
CCOc1ccc2nc(N3CCC(C(=O)N4CCN(C(=O)c5ccco5)CC4)CC3)sc2c1	-1%	3%	?	/	1%	-11%
CC1=NN(C(=O)c2c(Br)c(C)nn2C)C(O)(C(F)(F)F)C1 (centres undefined)	78%[activator]	5%	9%	-15	1%	4%
Cc1ccc(Nc2nc(N)c([N+](=O)[O-])c(NCc3ccco3)n2)cc1C	-15%	-9%	?	43	-3%	0%
Fc1cccc(CSc2ncnc3c2ncn3C2CCCCO2)c1 (centres undefined)	38%[activator]	/	?	234	/	/
CCOc1ccc(-c2[nH]ncc2Oc2cccc(OC)c2)c(O)c1	24%	-10%	?	20	17%	-7%
COc1ccc(N(CC(=O)NC2CCCC2)C(=O)Cn2nnc(-c3ccc(C)cc3)n2)cc1	-12%	0%	-22%&-13%	41	-4%	-7%
CN1/C(=C\C(=O)c2cccs2)C(C)(C)c2ccccc21	0%	-16%	25%	-22	-13%	-10%
